Screens deposited in PubChem BioAssay by several laboratories.
N-glyco inh: blocks N-linked glycosylation in D54 reporter cells; D54 ERlucT glycosylation luciferase reporter, 24 h; percent of 100 nM tunicamycin response; reporter increase, % at 12.5 µM; 360,000 tested, 0.23% active; AID 588692;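 active means mean luciferase reporter signal, scaled so untreated is 0 and the glycosylation-blocking control 100, at or above a set limit in every replicate; inconclusive means mean reaches the limit but not every replicate does; inactive means mean below the limit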;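 further: luciferase carries N-glycosylation sites so blocking glycosylation raises the light; 0% = median of neutral control wells and 100% = median of 100 nM tunicamycin wells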
ABCB6 inh MLPCN: blocks the human ABCB6 transporter | Q9NP58 | K562-ABCB6 porphyrin accumulation, flow cytometry, 1 h; stronger effect = lower value | fluorescence ratio to DMSO, % at 10 µM | 360,000 tested, 0.19% active | AID 602162;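 active means fluorescence ratio to DMSO below 75%, the collection mean minus 3 SD; inconclusive means too few cells collected in the well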;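 further: signal is porphyrin accumulated inside mitochondria; 100% equals median channel fluorescence of DMSO control wells; lower ratio means ABCB6 inhibition with less porphyrin fluorescence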
HTR2A ag: agonists of mouse serotonin 5-HT2A receptor (HTR2A); P35363; CHO-K1 mHTR2A beta-arrestin complementation, luminescence; percent of 30 µM serotonin response; activation, % at 7.6 µM; 360,000 tested, 0.66% active;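 active means activation above a run cutoff, the mean activation of all tested compounds plus 3 SD, cut at about 14% in these data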;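 further: 0% = plate median of compound wells and 100% = 30 µM serotonin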
PDI turbidity: inhibitors of human protein disulfide isomerase; P07237; inhibition, % at 10 µM; PDI insulin aggregation turbidity, A650, 90 min; AID 588391; 350,000 tested, 0.052% active;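 active means mean inhibition across replicates of 30% or more, whatever share of single replicates reach that level; inconclusive means mean inhibition below 30% while every single replicate reaches 30%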;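 further: absorbance from insulin aggregation driven by PDI reduction with DTT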
Target sequence (P07237 whole entry, looked up): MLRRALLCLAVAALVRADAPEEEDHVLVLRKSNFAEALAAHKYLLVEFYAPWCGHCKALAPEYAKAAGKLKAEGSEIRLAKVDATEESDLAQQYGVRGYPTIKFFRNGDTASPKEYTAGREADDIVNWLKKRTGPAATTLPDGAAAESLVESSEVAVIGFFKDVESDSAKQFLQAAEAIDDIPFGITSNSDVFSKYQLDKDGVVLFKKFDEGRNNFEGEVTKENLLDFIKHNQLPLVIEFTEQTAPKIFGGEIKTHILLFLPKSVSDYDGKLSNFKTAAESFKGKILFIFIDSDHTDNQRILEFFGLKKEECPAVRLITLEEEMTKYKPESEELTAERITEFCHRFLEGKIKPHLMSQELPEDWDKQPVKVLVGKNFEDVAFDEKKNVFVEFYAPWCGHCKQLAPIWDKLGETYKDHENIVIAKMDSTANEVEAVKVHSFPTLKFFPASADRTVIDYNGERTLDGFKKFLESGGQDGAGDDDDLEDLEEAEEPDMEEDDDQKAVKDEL
MC4R barr agon: agonists of human melanocortin 4 receptor (MC4R) beta-arrestin. activation, % at 8.9 µM. U2OS MC4R beta-arrestin complementation, luminescence; percent of melanotan II response, DMSO zero. 360,000 tested, 0.98% active. P32245;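 active means activation above a per-plate cutoff, the mean activation of sample wells on that plate plus 3 SD, cut at about 8% in these data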
Target sequence (P32245 whole entry, looked up): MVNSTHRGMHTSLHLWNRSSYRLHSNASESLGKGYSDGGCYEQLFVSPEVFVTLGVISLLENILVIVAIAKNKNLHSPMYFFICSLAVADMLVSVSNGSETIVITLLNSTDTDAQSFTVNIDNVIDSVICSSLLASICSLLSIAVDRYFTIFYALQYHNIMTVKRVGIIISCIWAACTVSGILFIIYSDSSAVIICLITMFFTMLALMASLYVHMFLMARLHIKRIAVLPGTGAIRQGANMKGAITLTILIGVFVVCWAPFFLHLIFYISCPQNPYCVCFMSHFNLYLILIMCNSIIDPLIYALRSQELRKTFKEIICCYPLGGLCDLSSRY
CaV13 ICDI inh: Disruptors of the CACNA1D IQ motif to Ca2+-dependent inactivation inhibitor domain association, primary screening, Förster resonance energy transfer in intact living …; HEK cells, CFP/YFP FRET ICDI-IQ, plate reader, 10 min; percent FRET-ratio fall versus neutral wells; inhibition, % at 12.3 µM; 340,000 tested, 0.098% active; AID 743397;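 active means mean replicate inhibition of at least 30% and at least 1% of replicates passing that level; inconclusive means only one of the two criteria is met; inactive means neither criterion is met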;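 further: 0% = median of the neutral control wells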
MC4R antagonist: antagonists of human melanocortin 4 receptor (MC4R); P32245; MC4R-expressing cells, MTII-stimulated cAMP, LANCE TR-FRET; inhibition, % at 6.5 µM; 360,000 tested, 0.48% active; AID 540295;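 active means inhibition above its plate's cutoff, the mean of tested wells on that plate plus 3 SD, cut at about 29% in these data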;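 further: 0% = Melanotan II alone and 100% = Melanotan II plus saturating MCL0020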
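system = U2OS cells with stable human MC4R expression | also added = Melanotan II challenge after compound preincubation | dosing = one concentration, 6.5 µM nominal | incubation = compound 30 min, challenge 1 h, detection 1 h | measured by = TR-FRET with Eu-cAMP and labeled anti-cAMP, 671 nm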
Vif imaging: inhibitors of HIV Vif | HEK293T cells, Vif self-association by quenched fluorescence, imaging, 24 h | AID 602346 | inhibition, % at 7.49 µM | 340,000 tested, 0.35% active; in the data active means inhibition above about 50%, passing the limit was not always enough; inconclusive means no clear call, values can overlap the other calls; inactive means below about 31%; further: some results filed as inactive read as strong as hits
aDG glyco act: increases alpha dystroglycan glycosylation. 360,000 tested, 0.22% active. activation, % at 10 µM. AID 624168. Pro5-aDG cells, alpha-DG glycosylation AlphaScreen (IIH6); 0% Pro5, 100% B10-LARGE cell signal;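 active means activation of at least 8% versus controls, or a plate z-score of at least 8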;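 further: Pro5 are CHO cells carrying HIG-tagged alpha-DG that lacks glycosylation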
Cardio protect: modulators protecting cardiomyocytes from myocardial damage; H9c2 cardiomyocytes, H2O2 injury protection, ATPLite, 2 h; protection from H2O2 cell death, % at 20 µM; 360,000 tested, 0.63% active; AID 588492;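 active means compounds giving at least 50% protection of heart cells from peroxide-induced death in the single-dose screen, raw or plate-pattern-corrected value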;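 further: 0% = DMSO wells with peroxide and 100% = DMSO wells without peroxide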
Numbers without * were called inactive; ? = inconclusive; . = not tested or not shown.

SMILES	N-glyco inh	ABCB6 inh MLPCN	HTR2A ag	PDI turbidity	MC4R barr agon	CaV13 ICDI inh	MC4R antagonist	Vif imaging	aDG glyco act	Cardio protect
Cc1cc([N+](=O)[O-])ccc1NCc1ccccc1[N+](=O)[O-]	-3	97	-1	11	-2.1	-2	-16	.	-0.2	-6
N#Cc1ccc(C(=O)Nc2ccc([N+](=O)[O-])cc2)c(F)c1	-1	86	-3	-2	-1.8	-18	1	-4	0.3	-7
CCN1C(Nc2ccccc2)=NC[C@@H]1C	2	102	-1	-1	-0.8	-9	13	-4	1.2	15
COc1cc2c(cc1OC)CN(CC(=O)NC(=O)NCc1ccco1)CC2	0	90	4	2	0.2	.	4	10	-0.1	-4
O=C(NC1CCCC1)C(c1ccco1)N(C(=O)c1ccco1)c1ccccc1 (stereo not drawn)	-2	91	-2	-13	1.5	-3	2	-9	0.0	3
O=C1CCCC2=C1C(c1ccsc1)CC(=O)N2c1ccccc1F (stereo not drawn)	1	101	-4	8	-2.5	-3	-3	-6	-0.3	-6
Cc1cccc(N(C(=O)c2cnc3n(c2=O)CCS3)C2CCCCC2)c1	-1	98	1	7	1.0	-4	1	0	0.2	-1
O=C(/C=C/c1cccc([N+](=O)[O-])c1)OCC(=O)c1ccccc1	-1	98	-4	-6	-2.4	-8	1	3	-0.1	6
O=S(=O)(c1ccccc1)N1CCCC1c1nc2ccccc2s1 (stereo not drawn)	-1	96	-4	3	-0.4	-5	3	-15	0.1	1
COc1cc(C2C(C#N)=C(N)OC3=C2C(=O)CC(C)(C)C3)ccc1OCCN1CCOCC1 (stereo not drawn)	-1	94	-2	0	0.0	-5	10	0	0.2	13
O=C(O)c1ccc(N2C(=O)c3[nH]nc(-c4ccccc4)c3C2c2ccccc2)cc1 (stereo not drawn)	3	100	-1	-5	-0.2	2	-1	-5	-0.2	2
CCN1CCN(c2sc(S(C)(=O)=O)nc2S(=O)(=O)c2ccc(Cl)cc2)CC1	-13	97	-3	-8	0.9	.	13	-4	0.2	-2
O=C(CCc1nnc(Cc2ccc3c(c2)OCO3)o1)NCCc1ccccc1Cl	-1	103	1	4	1.4	-2	3	4	0.2	0
Cc1cc(N2CCN(C(=O)c3ccco3)CC2)n2ncc(-c3ccccc3)c2n1	-3	82	-7	-7	-1.7	-1	-2	-10	-0.1	15
CC1(C)NC(=O)N(Cc2cc(=O)n3ccsc3n2)C1=O	-1	99	-4	2	0.2	0	0	-3	-0.1	2
CC(C)(C)Nc1nc(-c2ccccn2)nc2ccccc12	-1	95	-14	-3	-2.5	-6	1	1	0.0	22
CCc1ccc2oc(C(=O)N3CCN(c4ccc(OC)cc4)CC3)cc(=O)c2c1	0	97	-3	-6	0.2	-13	1	-14	0.0	-3
COc1ccc(OCc2nnc3n2N=C(c2ccc(Br)cc2)CS3)cc1	-3	103	-8	.	0.6	-10	5	-9	0.1	-12
CC(C)N(CCO)Cc1nc(C(c2ccccc2)c2ccccc2)no1	0	96	6	-54	1.7	-21	1	1	-0.1	8
CCOC(=O)c1c(NC(=O)c2ccc(S(=O)(=O)N(C)CC3CCCO3)cc2)sc2c1CC(C)(C)NC2(C)C (stereo not drawn)	1	100	-8	-2	-3.1	-10	8	4	0.2	-13
Cc1ccc(C)c(NC(=O)[C@@H]2CCCN2S(=O)(=O)c2ccccc2F)c1	0	82	-3	10	-2.4	-2	6	12	-0.1	-1
CN(CCc1ccccn1)S(=O)(=O)c1ccccc1F	0	93	2	9	3.9	.	-1	-2	0.0	-1
CCC(Oc1ccccc1)C(=O)NC1CCSC1=O (stereo not drawn)	2	101	0	1	1.1	-3	4	-1	0.3	2
CCOc1cc(/C=C\c2nc(O)c([N+](=O)[O-])c(=O)[nH]2)ccc1OC(C)C	1	92	0	3	-1.6	-3	-6	1	0.2	0
NC(=O)c1ccccc1NC(=O)C1CCCO1 (stereo not drawn)	1	98	-9	-4	0.0	-5	-2	2	0.1	-3

A run of entries of the results above:
SMILES	N-glyco inh	ABCB6 inh MLPCN	HTR2A ag	PDI turbidity	MC4R barr agon	CaV13 ICDI inh	MC4R antagonist	Vif imaging	aDG glyco act	Cardio protect
Cc1cc([N+](=O)[O-])ccc1NCc1ccccc1[N+](=O)[O-]	-3	97	-1	11	-2.1	-2	-16	.	-0.2	-6
N#Cc1ccc(C(=O)Nc2ccc([N+](=O)[O-])cc2)c(F)c1	-1	86	-3	-2	-1.8	-18	1	-4	0.3	-7

(cont.)
SMILES	N-glyco inh	ABCB6 inh MLPCN	HTR2A ag	PDI turbidity	MC4R barr agon	CaV13 ICDI inh	MC4R antagonist	Vif imaging	aDG glyco act	Cardio protect
CCOC(=O)N1CCN(C(=O)c2cc(OC)cc(OC)c2)CC1	-1	98	2	6	-1.1	.	5	34	0.0	-2
O=C1COc2ccc(C(=O)COC(=O)Cc3c(F)cccc3Cl)cc2N1	-1	96	1	3	-2.5	-7	-5	2	0.0	-2
Cc1ccc(C(=O)OCC(=O)Nc2ccc(C)c(S(=O)(=O)N3CCCCC3)c2)o1	0	94	-2	-2	-1.6	-5	7	-1	0.0	-18
O=C1CC(C(=O)Nc2ccc(F)cc2)n2cnnc2N1 (stereo not drawn)	2	89	10	1	0.3	-19	7	0	-0.1	6
CC1(C)CC(=O)c2c(nc(SCC(=O)Nc3nsc(-c4ccccc4)n3)c(C#N)c2-c2ccccc2)C1	-5	103	-4	-3	-2.5	-6	15	-8	1.8	5
O=C(CSc1nc2nc3c(cc2c(=O)n1-c1ccccc1)CCCC3)Nc1cccc2ccccc12	-1	104	0	-10	-4.0	-5	10	2	0.1	-4
CC1c2cc3c(cc2CCN1C(=O)c1ccc(C(F)(F)F)cc1)OCCCO3 (stereo not drawn)	3	93	-5	6	1.9	-7	8	0	-0.1	-11
CC(C)(CO)NCC(O)Cn1cc(C=O)c2ccccc21 (stereo not drawn)	3	97	4	-3	-1.3	-5	11	9	0.0	0
CN(C)S(=O)(=O)c1ccc(C(=O)Nc2nc(-c3cc4ccccc4o3)cs2)cc1	-5	88	2	-1	7.4	0	6	-39	2.6	-26
C=C(C)CNC(=S)Nc1cccc2cnccc12	3	100	2	-3	-0.5	-5	11	.	0.0	-4
O=C1c2ccccc2C(=O)N1CCc1nc(-c2ccc(Cl)cc2)no1	4	97	0	10	-1.1	.	12	-3	0.1	4
Cc1n[nH]c(C)c1Sc1ccccc1N	0	98	-2	0	-2.9	-21	1	-4	-0.1	6
Cc1noc(C)c1S(=O)(=O)Nc1ccc(C(=O)O)cc1	0	92	3	-6	-0.8	.	9	2	0.0	7
Cc1ccc(CS(=O)(=O)Cc2ccc(C(=O)NC3CC3)o2)cc1	3	99	4	4	-1.0	-7	5	1	0.2	-2
Cc1ccc(-n2c(O)c(C=NC3CCS(=O)(=O)C3)c3ccccc3c2=O)cc1 (stereo not drawn)	-1	108	3	-9	-0.4	-5	9	29	-0.1	8
COc1ccccc1NS(=O)(=O)c1ccc(O)c(C(=O)OCC(=O)N2c3ccccc3CC2C)c1 (stereo not drawn)	-2	506	2	13	2.1	-17	12	3	-0.1	-5
CCOC(=O)Cc1csc(NC(=O)CSc2nnnn2-c2ccc(CC)cc2)n1	0	99	2	2	1.3	-5	1	?	-0.1	-10
CCCn1c(N)c(N(CCOC)C(=O)Cc2ccc(S(=O)(=O)N3CCOCC3)s2)c(=O)[nH]c1=O	2	97	0	10	-2.1	-4	-2	-9	-0.1	4
CN(CCc1ccccn1)C(=O)c1cccnc1Oc1ccc(Cl)cc1	-2	103	6	-1	-1.6	-4	9	7	0.0	2
CCOC(=O)c1ccccc1C(=O)N1CCOCCOCCOCC1	3	100	0	8	-2.8	8	9	7	-0.3	4
CC1CCC(NC(=O)CNC(=O)c2cccs2)CC1 (stereo not drawn)	-2	97	-5	5	0.9	-7	2	3	0.2	0
COc1ccc(NS(=O)(=O)c2cc(NC(=O)/C=C/c3cc(OC)c(OC)c(OC)c3)ccc2N2CCCCC2)cc1	-3	94	-6	-7	-2.3	-5	16	0	-0.5	-2
CCCN1CCC(NCC(C)c2ccccc2)CC1 (stereo not drawn)	-4	96	-5	14	0.9	-3	0	7	0.2	11
CCC1CCCCN1CCCn1c(=S)[nH]c2ccccc2c1=O (stereo not drawn)	0	105	-7	3	-2.6	.	6	-2	-0.2	6
O=C(OCc1ccc(Cl)cc1Cl)c1cccnc1Cl	0	92	-2	-1	3.6	-7	-7	0	-0.1	-12
SMILES	N-glyco inh	ABCB6 inh MLPCN	HTR2A ag	PDI turbidity	MC4R barr agon	CaV13 ICDI inh	MC4R antagonist	Vif imaging	aDG glyco act	Cardio protect
O=C(c1cc(-c2cccnc2)nc2ccccc12)N1CCN(S(=O)(=O)c2cccs2)CC1	-2	96	-8	5	3.7	-5	18	0	-0.3	8
COCCNC(=O)C1CCCN(c2ncccn2)C1 (stereo not drawn)	-1	94	4	-3	-1.6	-4	7	4	0.0	9
COc1ccc(CN2CCN(c3ccccc3OC)CC2)cc1OC	1	97	-7	17	1.1	-21	-1	-2	0.2	6
CC(Oc1ccc(F)cc1)C(=O)Nc1ccccc1C(=O)N1CCCCC1 (stereo not drawn)	-1	95	7	-4	-0.8	-2	8	3	-0.1	-2
C=CCOc1c(CNn2cn[nH]c2=S)cccc1OC	1	127	-3	2	-2.8	-1	-8	-1	-0.1	0
Cc1cc(=O)oc2cc(OCC(=O)OCC(=O)Nc3ccccc3F)ccc12	0	95	1	1	1.2	-4	10	-6	0.1	18
Cc1cc(OC(=O)c2ccco2)c(Sc2ccccc2[N+](=O)[O-])c(=O)o1	3	87	-2	-6	1.4	.	-7	0	0.2	-5
CCOC(=O)c1cc(CC)sc1NC(=O)COC(=O)c1cc[n+]([O-])cc1	3	100	-2	2	-4.0	-3	3	3	0.1	0
O=C(CN(Cc1ccc(Cl)cc1)C(=O)CNS(=O)(=O)c1ccc(F)cc1)NCC1CCCO1 (stereo not drawn)	-1	97	-4	1	-2.5	-2	7	2	-0.1	6
O=C(OCc1ccccc1)C1=NNC2C(=O)N(Cc3ccccc3)C(=O)C12 (stereo not drawn)	5	101	8	4	-4.1	1	13	4	-0.2	3
COc1ccccc1-c1c(C)nn2c(N3CCC4(CC3)OCCO4)cc(C)nc12	-3	100	4	-1	-2.2	-6	5	1	-0.4	16
Cc1cc(Cl)c2oc(C(=O)N(C)C3CCOC3)c(C)c2c1 (stereo not drawn)	2	94	4	13	-0.4	-6	2	-9	0.4	6
O=C(CCCC(=O)N(CC(=O)NC1CCCCC1)c1ccccc1F)Nc1ccccn1	-1	94	-1	1	-2.0	-4	-6	-3	0.1	-2
CC(=O)/C(N=Nc1ccc(SC(F)F)cc1)=C(\C)O	0	99	2	2	2.2	3	-12	3	0.3	-1
Cc1ccc(C(=O)N/N=C\c2cc3c(cc2Br)OCO3)s1	-4	101	-2	13	12*	-5	2	6	0.0	-2
